# BioA inh: BioA (M. tuberculosis) enzyme inhibition; purified M. tuberculosis BioA enzyme, plate reader; inhibition, % at 9.99 µM; hit rate 0.096% among 360,000; AID 602481; in the data active means inhibition above about 40%
# Mtb FBA inh: inhibits M. tuberculosis FBA enzyme. P9WQA3. purified M. tuberculosis FBA, fluorescence read-out. inhibition, % at 1 µM. hit rate 2.3% among 360,000. AID 588726; in the data active means inhibition above about 27%;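 further: 0% = vehicle and 100% = reference inhibitor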
# Rv3671c protease: inhibits the M. tuberculosis serine protease Rv3671c; hit rate 0.048% among 320,000; P9WHR9; inhibition, % at 5.96 µM; in the data active means inhibition above about 38%;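 further: extracellular domain of Rv3671c used as enzyme; 0% = enzyme with DMSO and 100% = no enzyme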
# Target sequence (P9WHR9 whole entry, looked up, the tested form may be a part): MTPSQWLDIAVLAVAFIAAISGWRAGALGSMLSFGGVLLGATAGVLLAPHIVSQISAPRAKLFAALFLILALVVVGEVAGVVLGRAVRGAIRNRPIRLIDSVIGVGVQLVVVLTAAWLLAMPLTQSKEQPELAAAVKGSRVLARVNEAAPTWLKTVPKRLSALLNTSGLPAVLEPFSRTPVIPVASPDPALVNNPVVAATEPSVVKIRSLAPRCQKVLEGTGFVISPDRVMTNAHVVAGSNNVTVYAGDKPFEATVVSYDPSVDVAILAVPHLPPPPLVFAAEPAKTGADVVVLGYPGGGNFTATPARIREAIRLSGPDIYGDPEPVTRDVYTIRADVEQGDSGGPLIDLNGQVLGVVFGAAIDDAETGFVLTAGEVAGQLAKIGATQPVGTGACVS
# Mtb UGM inh: inhibitors of M. tuberculosis UDP-galactopyranose mutase; P9WIQ1; purified UGM, fluorescence polarization probe displacement; inhibition, % at 10 µM; hit rate 0.06% among 320,000; in the data active means inhibition above about 10%, passing the limit was not always enough
# Target sequence (P9WIQ1 whole entry, looked up): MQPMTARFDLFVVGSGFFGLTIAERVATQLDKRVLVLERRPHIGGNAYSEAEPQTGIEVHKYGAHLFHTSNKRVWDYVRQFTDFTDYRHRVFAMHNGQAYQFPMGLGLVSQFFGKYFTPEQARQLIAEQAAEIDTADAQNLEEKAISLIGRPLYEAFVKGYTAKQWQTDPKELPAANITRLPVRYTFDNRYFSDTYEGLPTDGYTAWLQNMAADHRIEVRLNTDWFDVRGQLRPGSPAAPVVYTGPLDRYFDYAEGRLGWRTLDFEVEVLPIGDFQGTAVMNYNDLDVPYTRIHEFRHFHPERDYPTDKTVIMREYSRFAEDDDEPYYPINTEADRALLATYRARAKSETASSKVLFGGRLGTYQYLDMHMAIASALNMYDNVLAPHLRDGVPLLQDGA
# Vc quorum ag: inducers of Vibrio cholerae quorum light production without autoinducers. V. cholerae BH1578 lux reporter, luminescence, 6 h. activation, % at 18.7 µM. hit rate 0.16% among 350,000; in the data active means activation mostly above about 9.7%, no sharp cut-off; further: not every result past the cut was called active; inactives centre near 0; reference of the scale not given here
# SSB-PriA inh: K. pneumoniae PriA-SSBct interaction inhibition; AlphaScreen SSBct-PriA binding, biotinylated peptide; inhibition, % at 33 µM; hit rate 0.6% among 430,000; AID 1272365; in the data active means inhibition mostly above about 37%, no sharp cut-off; inactive means mostly below about 20%;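 further: plate controls were negative control peptide for no effect and reference peptide for full effect; strong numbers were not always called active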
# VHR inh abs: DUSP3 (human) phosphatase inhibition. AID 1654. recombinant VHR phosphatase, pNPP absorbance. hit rate 0.52% among 290,000. inhibition, % at 13.3 µM. P51452; in the data active means inhibition above about 50%; further: some compounds called inactive have numbers as strong as hits
# Target sequence (P51452 whole entry, looked up): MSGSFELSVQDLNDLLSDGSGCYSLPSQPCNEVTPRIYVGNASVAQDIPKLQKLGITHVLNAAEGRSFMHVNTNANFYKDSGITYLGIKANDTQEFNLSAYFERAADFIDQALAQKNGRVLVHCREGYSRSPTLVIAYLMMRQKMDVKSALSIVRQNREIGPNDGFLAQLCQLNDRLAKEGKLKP
# GDH-TPI inh: counter-screen for M. tuberculosis FBA inhibitors: GDH-TPI coupled enzymes; hit rate 1.2% among 360,000; inhibition, % at 4.8 µM; GDH-TPI coupled enzyme counterscreen, NADH absorbance; AID 588335; in the data active means inhibition above about 30%;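 further: 0% = DMSO wells and 100% = wells lacking the enzyme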
# SARS 3CLpro inh: SARS-CoV 3CLpro protease inhibition; recombinant SARS-CoV 3CLpro, quenched FRET peptide cleavage; inhibition, % at 6 µM; hit rate 0.14% among 290,000; AID 1706; in the data active means inhibition above about 12%
# MazEF act: increases E. coli MazEF RNase cleavage of RNA | P0AE70 | FAM/BHQ RNA-DNA oligo cleavage fluorescence, 5 h | activation, % at 20 µM | hit rate 0.32% among 350,000 | AID 504720; in the data active means activation above about 50%
# Target sequence (P0AE70 whole entry, looked up): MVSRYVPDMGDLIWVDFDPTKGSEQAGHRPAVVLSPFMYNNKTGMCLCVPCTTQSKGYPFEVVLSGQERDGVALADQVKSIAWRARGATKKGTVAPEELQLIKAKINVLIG
# * marks the source's active call; other numbers are inactive results; i = inactive; . = not tested or not shown; & = joins results of further samples. This is a subset, so the mix of outcomes need not match the whole.
SMILES,BioA inh,Mtb FBA inh,Rv3671c protease,Mtb UGM inh,Vc quorum ag,SSB-PriA inh,VHR inh abs,GDH-TPI inh,SARS 3CLpro inh,MazEF act
CN=C1SC(CC(=O)Nc2cccc(C(F)(F)F)c2)C(=O)N1C (centres undefined),-0.6,1.9,4.1,-1.1,-2.6,-9.8,7.1,3.5,-2.2,2.7
CC(=O)O/N=C(/c1nonc1N)N(C)C,.,0.1,-4.7,2.0,-0.2,.,-2.8,-8.0,-0.1,-1.6
CCc1cc(=O)oc2cc(OC(C)C(=O)NCC(O)c3ccccc3)c(Cl)cc12 (centres undefined),2.8,7.0,1.7,-4.0,5.6,-0.7,-3.0,4.5,0.2,12.1
COc1ccc(NC(=O)C(=O)NCCN2CCN(C(=O)C(c3ccccc3)c3ccccc3)CC2)cc1,0.6,-1.9,-1.1,-0.1,.,-8.3,26.9,-6.4,4.1,7.0
Cc1nc2ccc(Cl)cc2c(=O)n1-c1cccc(Cl)c1,1.4,-0.2,0.1,-0.2,0.8,1.6,1.0,4.3,-2.2,7.9
NS(=O)(=O)c1cccc(NC(=O)COc2ncnc3c2cnn3-c2ccccc2)c1,.,2.1,-8.0,2.8,3.1,1.6,10.6,-1.9,-0.8,1.9
O=C(NCc1ccc(F)cc1)c1nc(-c2cccs2)no1,-0.2,0.3,2.0,1.1,-0.5,-18.1,4.5,7.5,2.0,-0.8
CC/C(=N\NC(=O)c1ccc2c(c1)OCO2)C12CC3CC(CC(C3)C1)C2,-3.9,1.6,3.4,2.2,i,.,-1.7,5.8,-4.1,-8.9
Cc1ccc(NC(=O)CCN2C(=O)c3ccncc3C2=O)cc1,-2.0,3.1,2.6,-0.7,-1.3,9.4,16.5,4.9,4.9,5.7
COc1ccccc1/C=C/C=N\N1CCN(Cc2ccccc2Cl)CC1,1.8,0.2,-3.9,2.0,2.4,.,-7.2,21.7,0.1,-6.7
COc1ccc(OCCSc2nnc(CCNC(=O)c3ccc(OC)cc3)n2C)cc1,-0.9,1.2,5.8,-3.1,i,1.2,23.1,17.7,-1.6,0.4
COc1ccc(S(=O)(=O)N2CCOC2CNC(=O)C(=O)NCc2ccc3c(c2)OCO3)cc1OC (centres undefined),-3.5,3.7,3.7,-1.8,0.5,-5.2,-28.0,-7.0,11.1,-1.1
COc1ccccc1NC(=O)CN1C(=O)COc2ccc(S(=O)(=O)N3CCC(C)CC3)cc21,.,-8.6,-4.8,0.3,i,-10.8,7.1,-10.9,-0.6,2.1
Cc1ccccc1S(=O)(=O)N(C)C[C@@H]1OCc2cnnn2CCCC(=O)N([C@@H](C)CO)C[C@H]1C,-0.7&-1.4,7.5,.,.,i,.,.,9.3,.,14.4
O=C(NCCCN1CCOCC1)c1cc(S(=O)(=O)N2CCCCC2)ccc1Cl,-1.4,0.2,.,.,-0.2,.,.,-0.9,.,5.6
CCc1nnc(NS(=O)(=O)c2ccc(NC(=O)c3ccc(Br)cc3)cc2)s1,6.0,-1.5,-3.6,1.3,i,-10.6,3.5,11.8,2.8,-3.4
COc1ccc(C(C)=O)cc1CSc1nnc(SCc2cc(C(C)=O)ccc2OC)s1,.,.,-14.9,6.3,.,1.9,26.3,.,-1.0,11.4
CC(C)C(=O)N1CCCC1(C)C(=O)Nc1ccc(F)cc1 (centres undefined),-1.0,2.4,.,.,-1.2,.,.,3.5,.,.
CCc1ccc(S(=O)(=O)NCc2cn3ccccc3n2)s1,0.6,-3.2,-7.4,3.1,-0.2,-9.5,43.8,7.5,-3.9,6.0
COc1cc(CC(=O)OCC(=O)Nc2ccc([N+](=O)[O-])cc2)cc(OC)c1OC,.,2.1,-8.2,2.1,-1.6,7.6,24.2,6.2,-0.7,3.1
NS(=O)(=O)c1ccc(CCNC(c2ccccc2)c2ccccc2)cc1,4.1,1.5,3.0,-0.2,-0.3,-6.2,18.5,0.7,2.0,-1.4
CC1(C)C2CCC1(C)C(NCC(O)COc1ccc(C#N)cc1)C2 (centres undefined),0.3,-2.5,-5.5,2.8,i,0.8,34.4,7.6,0.9,3.6
CCCCN(CCCC)CCNC(=O)c1ccc2nc(-c3ccccc3NC(C)=O)c(=O)[nH]c2c1,-0.3,0.0,-3.7,0.1,-0.3,0.0,20.6,4.2,-1.3,1.2
Cc1ccc(NC(=O)Cn2cnc3c(nnn3Cc3ccc(F)cc3)c2=O)cc1,.,4.0,-1.1,-1.0,i,-8.4,17.6,2.9,-1.3,-59.6
COc1cccc(CN(CC2CCCO2)S(=O)(=O)c2ccc(S(=O)(=O)NCC3CCCO3)cc2)c1OC (centres undefined),0.9,0.8,10.8,2.8,0.1,-1.7,11.6,7.5,-2.4,-3.0

# (next part)
SMILES,BioA inh,Mtb FBA inh,Rv3671c protease,Mtb UGM inh,Vc quorum ag,SSB-PriA inh,VHR inh abs,GDH-TPI inh,SARS 3CLpro inh,MazEF act
Cc1ccc(C(=O)CCC(=O)OCc2nnc(-c3ccccc3)o2)cc1,-0.7,4.2,1.5,-1.0,i,-8.8,.,6.5,.,3.0
CCN1C(=O)/C(=C/c2cc(C)n(C)c2C)SC1=Nc1ccc(OC)cc1,-3.7,-1.2,2.7,0.7,0.5,8.1,-12.9,17.1,2.5,-15.8
O=S(=O)(NCCN1CCCC1)c1cccc2cccnc12,-0.3,0.6,1.5,0.6,-0.3,-4.7,4.6,-1.4,-2.0,3.9
Cc1nnc2ccc(-c3cccc(NS(=O)(=O)c4ccccc4[N+](=O)[O-])c3)nn12,0.9,-1.1,0.9,2.2,i,5.8,.,5.5,.,-0.3
C=CC[C@H](CC(=O)N(CCO)Cc1ccccc1)C(=O)N[C@@H](C)COC(=O)[C@@H](CC=C)Cc1ccc(F)cc1,-0.5,-0.6,5.9,4.6,-6.7,-10.9,.,13.0,.,0.3
CCCc1cc(C(=O)N2CCCC(N3CCN(c4ccccc4F)CC3)C2)n(C)n1 (centres undefined),-2.5,1.6,-6.8,1.1,i,-0.7,16.5,2.1,0.4,2.1
CCOC(=O)c1c(C)[nH]c(C)c1S(=O)(=O)N(C)CC(=O)N(C)Cc1ccccc1,.,3.4,-3.0,2.1,-0.9,5.1,21.1,6.5,-2.6,-24.9
O=C(Nc1ccn(CCCNCC2CCCO2)c(=O)n1)OCc1ccccc1 (centres undefined),-0.4,-1.6,.,.,-0.6,3.3,.,4.7,.,1.9
Cc1ccc2[nH]c(=O)c(CN(C(=O)c3cccc([N+](=O)[O-])c3)C(C)(C)C)cc2c1,-0.1,-0.5,5.2,0.2,i,-8.9,5.4,8.6,-2.0,-4.6
COc1ccc(CCN2CC(C(=O)N3CCCCCC3)CCC2=O)cc1 (centres undefined),-0.9,-1.2,6.2,0.3,-0.3,32.4,6.5,5.8,-0.8,4.5
Cc1ccc(NC(=O)c2nc[nH]c2C(=O)N2CCN(c3ccccc3)CC2)cc1,-1.9,0.2,-0.6,-0.2,i,-8.9,11.1,7.8,.,-1.5
Nc1nc(SCc2ccccc2)ns1,0.1,1.0,4.6,2.4,i,11.0&-6.1,10.9,3.0,1.7,-6.4
CCN(C[C@H]1N[C@@](CC)(C(=O)OC)[C@H]2C(=O)N(Cc3ccccc3)C(=O)[C@@H]12)S(=O)(=O)c1ccc(OC)cc1,-2.2,1.9,-4.4,-0.9,i,-8.2,.,10.4,.,8.9
O=C(CCCCCn1c(=S)[nH]c2cc3c(cc2c1=O)OCO3)N1CCN(C2CCCCC2)CC1,.,4.5,-8.8,0.9,0.9,5.0,23.5,5.7,-0.5,6.3
Cc1cc(N)ccc1NC(=O)c1ccccc1,-0.8,-0.8,-1.3,-1.1,i,-6.3,15.2,19.5,4.2,7.5
Cc1cccc(NC2=NC3(CCCCC3)N=C(N)N2)c1,0.2,0.0,-1.0,2.7,-0.3,3.8,.,6.4,1.4,12.5
Cc1c(Br)c([N+](=O)[O-])nn1CC(=O)Nc1nccs1,.,4.0,6.6,2.8,i,6.3,37.1,-4.3,3.2,13.5
Cc1cccc(NC(=O)c2sc3nc(C)nc(N4CCOCC4)c3c2C)c1,2.1,-1.9,.,.,0.8,.,.,17.7,.,8.1
C=CCOC(=O)C1=C(C)NC(SCC(=O)N(CC)CC)=C(C#N)C1c1ccccc1 (centres undefined),4.0,1.6,-0.3,3.0,-0.3,-15.3,-3.8,13.6,2.8,5.0
CCOc1ccc(Cn2c(O)cc(=O)[nH]c2=O)cc1,-1.2,-1.7,-14.3,-1.5,.,-20.2,13.3,-12.5,3.5,-13.8
COc1cccc(NC(=O)COC(=O)CCC(=O)c2cccs2)c1,3.2,0.4,1.6,0.7,-1.2,-9.2,.,-0.4,.,-5.0
CCCNS(=O)(=O)c1ccc(CCC(=O)NCc2ccc3c(c2)OCO3)cc1,0.9,-0.1,6.1,1.4,i,-4.4,25.0,-2.8,-2.2,-9.3
COc1ccc(C(=O)OC(C(=O)c2ccc(C)cc2)c2ccccc2)cc1 (centres undefined),-2.9,0.6,-5.4,-0.9,-0.5,-20.8,4.1,-5.3,0.3,-8.0
CCc1nc2ccc(C(=O)NCc3cccs3)cn2c1N(CC)CCOC,2.2,4.6,.,.,-4.5,.,.,2.2,.,.
COc1ccc(NC(=O)COc2cc(O)c3c(c2)OC(C)(C)CC3=O)cc1,0.1,5.1,2.1,3.7,-0.7,-3.0,16.6,1.0,-0.3,-0.1

# Overlap with the part before: 2 compounds; new compounds follow.
SMILES,BioA inh,Mtb FBA inh,Rv3671c protease,Mtb UGM inh,Vc quorum ag,SSB-PriA inh,VHR inh abs,GDH-TPI inh,SARS 3CLpro inh,MazEF act
CCc1nc2ccc(C(=O)NCc3cccs3)cn2c1N(CC)CCOC,2.2,4.6,.,.,-4.5,.,.,2.2,.,.
COc1ccc(NC(=O)COc2cc(O)c3c(c2)OC(C)(C)CC3=O)cc1,0.1,5.1,2.1,3.7,-0.7,-3.0,16.6,1.0,-0.3,-0.1
Cc1cc(Oc2ccc(=O)n(C)n2)nc(SCCOc2ccccc2)n1,.,0.1,6.1,0.2,-0.7,-15.6,9.3,3.4,0.6,0.9
CCOC(=O)c1sc(/N=C/c2c(C)[nH]n(-c3ccccc3)c2=O)c(C#N)c1C,.,.,0.5,0.3,.,.,3.6,.,-1.4,.
CC(C)CN(C(=O)CSc1nnc(-c2cccs2)n1N)c1c(N)n(Cc2ccccc2)c(=O)[nH]c1=O,.,-1.7,5.2,.,i,-6.0,.,1.8,.,-11.2
CCc1c(C)nc2ncnn2c1N1CCCC(C(=O)NCc2ccc3c(c2)OCO3)C1 (centres undefined),4.0,0.9,9.1,4.7,-0.3,-5.3,22.5,3.7,-0.3,-1.6
CCOC(=O)c1ccc(C(=S)N2CCCC2)cc1,1.1,2.9,.,.,i,7.2,-16.2,7.8,1.5,-2.0
CCOc1ccc(S(=O)(=O)N2CCCC(C(=O)N3CCC(C(N)=O)CC3)C2)cc1Cl (centres undefined),0.3,2.1,10.1,-1.0,-0.4,-14.3,-8.1,-4.5,0.6,1.2
C/C(=N\N=C(/C)c1cccc(N)c1)c1cccc(N)c1,-0.8,0.4,3.0,-2.2,-0.4,.,.,4.6,.,9.6

# Compounds shown so far that contain fluorine:
SMILES,BioA inh,Mtb FBA inh,Rv3671c protease,Mtb UGM inh,Vc quorum ag,SSB-PriA inh,VHR inh abs,GDH-TPI inh,SARS 3CLpro inh,MazEF act
CN=C1SC(CC(=O)Nc2cccc(C(F)(F)F)c2)C(=O)N1C (centres undefined),-0.6,1.9,4.1,-1.1,-2.6,-9.8,7.1,3.5,-2.2,2.7
O=C(NCc1ccc(F)cc1)c1nc(-c2cccs2)no1,-0.2,0.3,2.0,1.1,-0.5,-18.1,4.5,7.5,2.0,-0.8
CC(C)C(=O)N1CCCC1(C)C(=O)Nc1ccc(F)cc1 (centres undefined),-1.0,2.4,.,.,-1.2,.,.,3.5,.,.
Cc1ccc(NC(=O)Cn2cnc3c(nnn3Cc3ccc(F)cc3)c2=O)cc1,.,4.0,-1.1,-1.0,i,-8.4,17.6,2.9,-1.3,-59.6
C=CC[C@H](CC(=O)N(CCO)Cc1ccccc1)C(=O)N[C@@H](C)COC(=O)[C@@H](CC=C)Cc1ccc(F)cc1,-0.5,-0.6,5.9,4.6,-6.7,-10.9,.,13.0,.,0.3
CCCc1cc(C(=O)N2CCCC(N3CCN(c4ccccc4F)CC3)C2)n(C)n1 (centres undefined),-2.5,1.6,-6.8,1.1,i,-0.7,16.5,2.1,0.4,2.1

# Compound activity as filed in PubChem BioAssay.
